LYP phosphatase: inhibitors of LYP phosphatase, biochemical, fluorescence intensity, uHTS (AID 1779); 290,000 compounds, 0.054% hits; recombinant LYP phosphatase, fluorescence intensity; higher % means a stronger effect; inhibition, % at 11.5 µM; hits with a dose series show IC50 in µM;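 also: plate controls were vehicle with enzyme for no effect and no enzyme for full effect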
AID2073: inhibitors of Mint1-CaV2.2 protein interaction, biochemical, HTRF (AID 2073) | 290,000 compounds, 0.19% hits | inhibition, % at 20 µM; hits with a dose series show IC50 in µM | HTRF protein-protein interaction, Mint1-CaV2.2; higher % means a stronger effect; in the data active = inhibition mostly above about 51%, no sharp cut-off; inconclusive = no clear call, values can overlap the other calls; inactive = mostly below about 53%; also: some results filed as inactive read as strong as hits
Myeloid diff MLP: myeloid differentiation induction; ER-HoxA9 myeloid progenitors, lysozyme-GFP differentiation, flow cytometry; calls only at 10 µM; 360,000 compounds, 1% hits; AID 624256;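 active = normalized GFP-positive differentiation at or above the plate's own cutoff, the solvent-only control mean plus 3 SD; inconclusive = no clear call, values can overlap the other calls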;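 also: cells exposed to compound for four days before flow analysis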
Lipid droplet: hepatic lipid droplet formation modulation. inhibition, % at 6.5 µM. 240,000 compounds, 0.4% hits. AML12 mouse hepatocytes, oleate lipid droplets, BODIPY imaging;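 active = lipid droplet intensity inhibited by at least 50%, with more than 500 cells counted; inconclusive = wells with under 300 cells, treated as cytotoxic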
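material = mouse AML12 hepatocyte cell line, fixed after treatment | also added = 100 µM oleic acid challenge | doses = compound at 6.5 µM only | schedule = overnight exposure | technique = Image-based BODIPY and DAPI two-channel analysis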
HEK293 NOD2/NF-kB: NOD2 signaling inhibitors, cell-based, luminescence, uHTS, HEK293 (AID 1566). HEK293 NOD2/NF-kB luciferase reporter, luminescence; higher % means a stronger effect. one-dose inhibition, % at 4 µM; EC50 in µM for titrated hits. 290,000 compounds, 0.63% hits; also: many of its hits are not listed in these tables
Dengue-2 NS5 capping: Dengue-2 NS5 methyltransferase inhibitors, primary screen, biochemical, confirmation dose response (AID 588689); 340,000 compounds, 0.3% hits; Dengue-2 NS5 methyltransferase capping enzyme assay, biochemical; higher % means a stronger effect; inhibition, % at 25 µM, or IC50 in µM where a hit was titrated; in the data active = a potency from the dose series; inconclusive = inhibition above about 29% without an active follow-up result
HIV peptide binding: cell-free HIV fusion peptide-binding blockers – biochemical, uHTS, fluorescence dequenching, primary screen (AID 1986) | cell-free peptide binding, fluorescence dequenching, 30 min; higher % means a stronger effect | 290,000 compounds, 0.3% hits | inhibition, % at 20 µM, or IC50 in µM where a hit was titrated; in the data active = inhibition mostly above about 52%, no sharp cut-off; inactive = mostly below about 76%; also: some results filed as inactive read as strong as hits
XIAP displacement: small molecules displacing peptide from XIAP – biochemical, IAP family, fluorescence polarization (AID 1018). XIAP BIR domain, fluorescence polarization peptide displacement; higher % means a stronger effect. 200,000 compounds, 0.007% hits. displacement, % at 20 µM, or IC50 in µM where a hit was titrated; in the data active = displacement above about 50%; also: a part of the inactive calls stands beside numbers as strong as those of hits
Siah-1 displacement: Siah-1 peptide-binding antagonists, primary screen, biochemical, fluorescence polarization, rhodamine-plectin, uHTS (AID 1817); Siah-1 / rhodamine-plectin peptide fluorescence polarization; higher % means a stronger effect; displacement, % at 20 µM; hits with a dose series show IC50 in µM; 290,000 compounds, 0.02% hits;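 active = displacement of at least 50% at 20 µM, with a fluorescence ratio check between 0.3 and a set limit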;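 also: plate controls were Siah plus tracer with DMSO for no effect and tracer alone without Siah for full effect; strong numbers were not always called active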
Lipid droplet cells 6.5 µM: further read-out of Lipid droplet, marked with its call; cell count; measured here: cell count, cytotoxicity flag;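 cells counted across two imaged fields per well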
Dengue-2 NS5 capping pilot replicate: recorded beside Dengue-2 NS5 capping, whose call it bears; inhibition, %; measured here: pilot screen replicate inhibition
Myeloid diff MLP GFP+ MAC1+ %: recorded beside Myeloid diff MLP, whose call it bears; GFP+ MAC1+ double positive, %; measured here: differentiation confirmed by MAC1 staining
The depositor's hits bear a star; i = inactive; ? = inconclusive; . = no result given; + = active, no number. Rule as the data show it, unless noted: active = inhibition above about 50%; inactive = the rest. The list is partial; count on the stated rates, not on these rows.

SMILES	LYP phosphatase	AID2073	Myeloid diff MLP	Myeloid diff MLP GFP+ MAC1+ %	Lipid droplet	Lipid droplet cells 6.5 µM	HEK293 NOD2/NF-kB	Dengue-2 NS5 capping	HIV peptide binding	XIAP displacement	Siah-1 displacement	others
CC(C)CNC(=O)c1cccc(NC(=O)c2ccccc2-c2ccccc2C(=O)O)c1	-3%	13%	i	1.0	-2	812	-2%	3%	0.7%	.	-1%
O=C1Cc2cc([N+](=O)[O-])ccc2N1c1c(Cl)cccc1Cl	1%	15%	i	1.1	19	837	-15%	-1%	1.7%	.	-2%
Cc1ccc(Nc2ccccc2N)cc1	5%	-9%	+	0.6*	11	689	43%	-36%	0.7%	-6.2%	0%
COc1ccccc1-c1nnc2sc(-c3cc4ccccc4o3)nn12	-2%	0%	?	.	.	.	-3%	-1%	-3.2%	-4.1%	3%
Cc1cccc(NC(=O)c2cnc3scc(C)n3c2=O)c1	-5%	24%	i	1.9	-9	754	-31%	-1%	5.1%	-10%	22%
CCN(C(=O)C1CCCN(c2ncnc3c2nc2n3CCCCC2)C1)c1cccc(Cl)c1 (centres undefined)	-3%	1%	i	0.9	-15	749	18%	-7%	1.1%	.	1%
Cn1c(C(=O)N[C@@H](Cc2ccccc2)C(=O)O)cc2cc(Cl)ccc21	-3%	14%	i	0.7	.	.	7%	-16%	16%	.	4%
CCCCOc1ccc(-c2nnn(CC(=O)NCc3ccco3)n2)cc1	-5%	10%	i	11	.	.	-102%	-1%	3.9%	-3.8%	-1%
CCOC(=O)C(NC(=O)c1ccc(OC)cc1)(OCC1(CC)COC1)C(F)(F)F (centres undefined)	-7%	-6%	i	1.1	.	.	5%	10%	-0.5%	-5.5%	2%
O=C(Nc1nc(COc2ccccc2)cs1)C12CC3CC(CC(C3)C1)C2	-1%	-6%	i	0.7	.	.	0%	-3%	1.4%	-7.4%	5%
CCC(=O)Nc1ccc(NC(=O)CSc2nnc(C(C)C)n2C)cc1	-6%	3%	i	2.0	.	.	4%	3%	-1.3%	-19%	2%
CCOc1ccc(C(C)=O)cc1Cc1c(O)nc(N)[nH]c1=O	-2%	4%	.	.	15	605	4%	.	2.4%	-2.8%	1%
Cc1c(OC(=O)c2ccc([N+](=O)[O-])cc2)c2c(c[n+]1C)COC(C)(C)OC2	-1%	-10%	i	1.0	.	.	-15%	34%	2.4%	-5.6%	6%
O=C(O)c1cc(-c2ccc(Cl)cc2)n(-c2ccc(Cl)cc2)n1	-3%	11%	i	0.3	5	723	1%	-1%	9.7%	-9.6%	5%
Cc1noc(NS(=O)(=O)c2ccc(NC(=O)CSc3nc4ccccc4s3)cc2)c1C	7%	-8%	i	8.0	-6	593	-7%	4%	28%	-5.5%	-4%
CCNC(=S)N(Cc1cc2cc(C)cc(C)c2[nH]c1=O)C1CCCC1	0%	-26%	i	0.3	-35	535	26%	-10%	2.9%	-4.2%	3%
COc1ccc(NC2=C(C(C)=O)C(c3ccc(OC)c(OC)c3)C(C(C)=O)C(C)(O)C2)cc1 (centres undefined)	-1%	-8%	i	1.1	-6	740	1%	4%	1.5%	-6.3%	8%
Cc1ccc(C)c(NC(=O)c2ccc(S(=O)(=O)N(C)CC3CCCO3)cc2)c1 (centres undefined)	-5%	7%	i	0.8	-6	717	25%	-5%	1.2%	.	-4%
O=C(Nc1ccccc1N1CCOCC1)c1cc(-c2ccncc2)nc2ccccc12	1%	29%	i	0.1	32	732	10%	-2%	-2.3%	-1.5%	4%
CCOc1cc(NC(=S)NCC(C)C)c(OCC)cc1NC(=O)c1cccs1	-2%	29%	i	2.0	-27	713	8%	-1%	1.4%	-1.1%	6%
COCCn1c(SCC(=O)c2cc(C)n(C)c2C)nc2ccccc2c1=O	3%	10%	i	0.6	-12	706	-13%	7%	1.3%	-3.7%	4%
CCOc1ccc(NC(=O)CCNC(=O)c2ccc(Br)cc2)cc1	-5%	14%	i	0.8	-6	750	-9%	9%	-0.5%	.	5%
O=C(COc1ccc(Cl)cc1Cl)NC(=O)N1CCCCC1	-12%	-3%	i	2.7	5	683	-98%	-2%	0.3%	-5.0%	0%
C=CCOc1c(Br)cc(/C=C2/C(=O)ON=C2C)cc1OC	-1%	24%	i	1.7	-5	804	6%	>100µM*	0.7%	.	0%
O=C(CCCCCN1C(=O)[C@@H]2Cc3ccccc3CN2C1=O)Nc1ccccc1Cl	-8%	12%	?	.	-2	825	4%	-14%	-0.6%	.	-7%

Fetched one by one from the entries so far:
SMILES	LYP phosphatase	AID2073	Myeloid diff MLP	Myeloid diff MLP GFP+ MAC1+ %	Lipid droplet	Lipid droplet cells 6.5 µM	HEK293 NOD2/NF-kB	Dengue-2 NS5 capping	HIV peptide binding	XIAP displacement	Siah-1 displacement	others
O=C(CCCCCN1C(=O)[C@@H]2Cc3ccccc3CN2C1=O)Nc1ccccc1Cl	-8%	12%	?	.	-2	825	4%	-14%	-0.6%	.	-7%
Cc1cccc(NC(=O)c2cnc3scc(C)n3c2=O)c1	-5%	24%	i	1.9	-9	754	-31%	-1%	5.1%	-10%	22%

Compounds listed so far that contain a COOH group:
SMILES	LYP phosphatase	AID2073	Myeloid diff MLP	Myeloid diff MLP GFP+ MAC1+ %	Lipid droplet	Lipid droplet cells 6.5 µM	HEK293 NOD2/NF-kB	Dengue-2 NS5 capping	HIV peptide binding	XIAP displacement	Siah-1 displacement	others
CC(C)CNC(=O)c1cccc(NC(=O)c2ccccc2-c2ccccc2C(=O)O)c1	-3%	13%	i	1.0	-2	812	-2%	3%	0.7%	.	-1%
Cn1c(C(=O)N[C@@H](Cc2ccccc2)C(=O)O)cc2cc(Cl)ccc21	-3%	14%	i	0.7	.	.	7%	-16%	16%	.	4%
O=C(O)c1cc(-c2ccc(Cl)cc2)n(-c2ccc(Cl)cc2)n1	-3%	11%	i	0.3	5	723	1%	-1%	9.7%	-9.6%	5%

Remaining list, next part.
SMILES	LYP phosphatase	AID2073	Myeloid diff MLP	Myeloid diff MLP GFP+ MAC1+ %	Lipid droplet	Lipid droplet cells 6.5 µM	HEK293 NOD2/NF-kB	Dengue-2 NS5 capping	HIV peptide binding	XIAP displacement	Siah-1 displacement	others
O=C(N[C@@H](Cc1ccccc1)C(=O)OCc1ccccc1)c1nc[nH]c1C(=O)NC(c1ccccc1)c1ccccc1	2%	8%	i	0.5	-1	706	-18%	-4%	0.1%	-2.8%	-6%
Cc1cccc(C)c1NC(=O)COC(=O)c1cccc2c1C(=O)c1ccccc1C2=O	-4%	-28%	i	0.4	-1	554	1%	5%	-0.2%	-4.8%	-4%
COc1cc(CC(=O)OCC(=O)Nc2cc(S(=O)(=O)N3CCCC3)ccc2Cl)cc(OC)c1OC	6%	5%	i	1.1	0	777	2%	1%	0.8%	-2.2%	7%	Dengue-2 NS5 capping pilot replicate=-1.8
Cc1ccc(C2=NN(CCC(=O)NC3CCCC3)C(=O)CC2)cc1	-10%	6%	i	3.0	-2	794	-2%	-1%	-1.0%	.	2%
CCOc1ccc(CCNC(=O)C2CC=CCC2C(=O)OC(C)C)cc1OCC (centres undefined)	-4%	15%	i	0.4	114*	836*	-2%	-1%	-0.6%	.	-1%
O=C(Nc1nc(-c2ccccc2)cs1)C1CCCN(S(=O)(=O)c2cccc([N+](=O)[O-])c2)C1 (centres undefined)	1%	4%	i	1.0	-30	740	7%	-5%	-0.8%	-7.2%	3%
O=C(Nc1cc(F)cc(F)c1)c1sc(Cl)nc1-c1ccccc1	-2%	13%	i	0.2	5	673	17%	-3%	0.0%	-4.3%	4%
Cc1occc1-c1nnc(SCC(=O)NC(=O)NC(C)C)n1N	-2%	-3%	i	0.7	.	.	3%	-1%	-2.0%	-3.1%	-6%
CC1CCN(C(=O)c2ccc([N+](=O)[O-])o2)CC1	-6%	-5%	i	0.5	-2	803	12%	-11%	1.3%	.	5%
COc1ccc(C(C)=O)cc1CN1C(=O)NC2(CCCC2)C1=O	-6%	6%	i	0.5	13	687	8%	-6%	-0.3%	-3.3%	12%
Cc1ccc(NC(=O)CCC(=O)NNC(=O)COc2ccccc2)cc1C	4%	1%	i	0.7	-2	750	10%	-4%	0.0%	-6.8%	-1%
CCOC(=O)c1c(C)c2c(n1C)CCC/C2=N\O	2%	4%	i	0.7	.	.	-3%	7%	3.8%	-4.0%	-4%
Nc1c(C(=O)Nc2ccccc2)sc2nc3c(c(-c4ccco4)c12)CCCC3	9%	2%	i	0.8	.	.	1%	8%	18%	-6.2%	4%
Cc1ccc(NC(=O)COC(=O)[C@H](C)N2C(=O)C3CC=CCC3C2=O)cc1S(=O)(=O)N(C)C (some centres undefined)	3%	-5%	i	0.5	1	656	13%	1%	-0.8%	-7.6%	5%
CC(C)N=C(Nc1ccccc1)c1cccnc1	-2%	8%	i	1.0	.	.	12%	-1%	-2.6%	-5.3%	3%
Cn1c(=O)c2cc(S(=O)(=O)NCCC(=O)NC3CCCCCC3)ccc2n(C)c1=O	-3%	1%	i	5.4	-3	720	-4%	0%	-0.8%	-0.8%	-5%
O=C(CN1CCN(c2ccc(O)cc2)CC1)Nc1cc(S(=O)(=O)N2CCCC2)ccc1Cl	-11%	15%	i	0.3	-13	667	4%	-2%	3.7%	-7.0%	4%
Cc1ccc(S(=O)(=O)N(CCO)Cc2ccccc2)cc1	-4%	10%	i	0.8	3	801	13%	-1%	-1.2%	.	0%
CCOc1ccc(C(=O)O)cn1	-2%	6%	i	1.3	0	679	9%	-7%	-0.4%	-8.1%	-2%
CN(C)c1ccc(/C=N/NC(=O)c2cc(=O)[nH]c3ccccc23)cc1	1%	-4%	i	0.5	0	736	0%	2%	-1.3%	.	-4%
O=C(NCC1CCCO1)/C(=C/c1ccc(Cl)cc1)NC(=O)c1ccccc1 (centres undefined)	-2%	-13%	i	0.5	7	679	25%	-3%	1.2%	-4.3%	7%
COc1ccccc1NS(=O)(=O)c1cc(NC(C)=O)ccc1N1CCCCC1	5%	32%	i	0.3	1	611	-2%	4%	-0.5%	-4.0%	21%
CCN(CC)CC(=O)Nc1ccc([N+](=O)[O-])cc1	-5%	10%	i	0.3	-9	669	-5%	7%	0.9%	-5.8%	2%

Compounds listed so far containing fluorine (2):
SMILES	LYP phosphatase	AID2073	Myeloid diff MLP	Myeloid diff MLP GFP+ MAC1+ %	Lipid droplet	Lipid droplet cells 6.5 µM	HEK293 NOD2/NF-kB	Dengue-2 NS5 capping	HIV peptide binding	XIAP displacement	Siah-1 displacement	others
CCOC(=O)C(NC(=O)c1ccc(OC)cc1)(OCC1(CC)COC1)C(F)(F)F (centres undefined)	-7%	-6%	i	1.1	.	.	5%	10%	-0.5%	-5.5%	2%
O=C(Nc1cc(F)cc(F)c1)c1sc(Cl)nc1-c1ccccc1	-2%	13%	i	0.2	5	673	17%	-3%	0.0%	-4.3%	4%
